High-throughput results: PubChem BioAssay, National Center for Advancing Translational Sciences (NCATS)
GAA glycogen mod – alters human alpha-glucosidase cleavage of glycogen; AID 2100; P10253; Potency, µM (highest dose often 76.4 µM), for inactives: at the highest dose activity change, negative = inhibition, most hits filed as inhibitors; recombinant GAA, glycogen substrate, Amplex Red glucose oxidase fluorescence; 300,000 tested, 0.38% active; active = well fitted inhibition curve with a large enough effect; inconclusive = small, poorly fitted or top-dose-only effect, or another doubt; inactive = no such curve, though single readings can be large or run the other way;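 also: 0% = full enzyme reaction and -100% = no-enzyme basal signal; the screen sought inhibitors and activators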
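Recombinant human enzyme (4 nM); glycogen substrate; 37 C, 40 min, pH 5.0. Readout: coupled glucose oxidase/Amplex Red fluorescence.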
* marks the source's active call; other numbers are inactive results; ? = inconclusive; [ ] = another dose, or the depositor's remark. Potency is read from the fitted curve at half-maximal effect. An excerpt, so the mix of outcomes need not match the whole.

SMILES | GAA glycogen mod
CCCN(CCC)Cc1c(C(=O)N/N=C/c2ccc(C)o2)nnn1-c1nonc1N | -4%
Cc1ccc(C(=O)N2CCN(c3ccc(F)cc3)CC2)cc1S(=O)(=O)N1CCCCC1 | 3%[76.3 µM]
COc1ccccc1N(C(=O)CNC(=O)c1ccco1)C(C(=O)NCC1CCCO1)c1ccccc1 (centres undefined) | -5%
CCCCNC(=O)C1Cc2cc(S(=O)(=O)N3CCCCC3)ccc2N1C(C)=O (centres undefined) | -18%[76.3 µM]
CC(CCc1ccc(O)cc1)N1CCC(Oc2ccc(C(=O)N3CCCC3)cc2)CC1 (centres undefined) | 0%[76.3 µM]
COc1ccc(S(=O)(=O)N2CN3CCN(C3)C2)cc1OC | 5%
Nc1cc(OC(=O)c2ccc(F)cc2)nn1S(=O)(=O)c1ccc(F)cc1 | -2%
CC(NS(=O)(=O)c1ccc(OCC(=O)NCc2cccnc2)cc1)c1ccccc1 (centres undefined) | 3%
Cc1cccc(NC(=O)c2cc(-c3cccnc3)nc3c(C)cccc23)n1 | -6%[76.3 µM]
C/C(=N\NC(=O)c1cc(C)nc2ccc(C)cc12)c1ccncc1 | -4%[76.3 µM]
O=C1CSC(=S)N1c1ccc(F)cc1 | ?
Cc1cc(=O)oc2c(C)c(OCC(=O)Nc3cccnc3)ccc12 | -8%[76.3 µM]
COc1cc(C(=O)Nc2ccc(NC(=O)c3ccccc3)nc2)cc(OC)c1OC | 5%[76.3 µM]
CCc1ccccc1NC(=O)c1cc(S(=O)(=O)N(C)C)ccc1N1CCCC1 | 0%[76.3 µM]
CC(=O)N1CCc2c(sc(NC(=O)CCS(=O)(=O)c3ccccc3)c2C#N)C1 | -6%[76.3 µM]
CCCC1=Nc2cc(C(=O)NCCN3CCOCC3)ccc2Sc2ccc(C)cc21 | -3%[76.3 µM]
COc1cc(SC)ccc1C(=O)Nc1ccc(OCC(=O)N2CCOCC2)cc1 | 0%[76.3 µM]
COc1ccc(NC(=O)CSc2nnc(C)c3ccccc23)cc1 | -13%[76.3 µM]
Cc1cc(C)c2c(CN3CCCCC3)cc(=O)oc2c1 | 3%
Cc1cc(Br)ccc1NC(=O)C1CCN(C(=O)c2ccco2)CC1 | 5%
COC(=O)c1ccc(Nc2nc(C)nc3c2nnn3Cc2ccccc2)cc1 | -1%[76.3 µM]
Cn1c(SCC(=O)Nc2ccc(Br)cn2)nnc1C1CC1 | -7%[76.3 µM]
CC(SCC(=O)Nc1ccc(F)cc1)c1nc2ccccc2c(=O)[nH]1 (centres undefined) | -6%[76.3 µM]
COc1cnc(-c2ccccn2)nc1Oc1cccc(C(F)(F)F)c1 | -3%
Cc1ccccc1-n1ncc(C(C)NS(=O)(=O)c2ccccc2Cl)c1C (centres undefined) | -3%[76.3 µM]
O=C(NCC(=O)N(Cc1ccc(F)cc1)C(C(=O)NCC1CCCO1)c1ccccc1)c1ccco1 (centres undefined) | -8%
C=CCn1nnnc1SCC(=O)Nc1cccc(C(F)(F)F)c1 | -1%[76.3 µM]
Cc1cc(C)n(-c2ccc(NC(=O)C3CCCCN3Cc3cccc4c3OCO4)cc2)n1 (centres undefined) | -2%[76.3 µM]
COc1ccc(NC(=O)Cc2nnc(SCC(=O)c3ccc(F)cc3)n2C)cc1 | -7%
Cc1ccc(C)c(SCC(=O)NNC(=O)c2csc(N3CCOCC3)n2)c1 | 4%[76.3 µM]

Grouped by structure: those above containing a CF3 group.
SMILES | GAA glycogen mod
COc1cnc(-c2ccccn2)nc1Oc1cccc(C(F)(F)F)c1 | -3%
C=CCn1nnnc1SCC(=O)Nc1cccc(C(F)(F)F)c1 | -1%[76.3 µM]

Following part.
SMILES | GAA glycogen mod
COc1ccccc1N(C(=O)CNC(=O)c1ccco1)C(C(=O)NC1CCCC1)c1ccco1 (centres undefined) | 5%[76.3 µM]
Cc1ccsc1/C=N/NC(=O)c1nnn(-c2nonc2N)c1-c1ccc2c(c1)OCO2 | 5%[76.3 µM]
Cc1cc(=O)oc2cc(OCC(=O)NC3CCCCC3)ccc12 | -1%
COc1ccc(-c2nc(C#N)c(N3CCN(C(=O)c4ccco4)CC3)o2)cc1OC | -1%[76.3 µM]
C[C@H](NC(=O)c1ccco1)C(=O)Nc1ccc(C#N)cc1 | 7%
O=C(N/N=C/c1ccc(Br)cc1)c1cc[n+]([O-])cc1 | -11%[76.3 µM]
CCOc1ccccc1-c1cc(C(=O)N/N=C(\C)c2cccnc2)c2ccccc2n1 | -10%[76.3 µM]
Cn1ccsc1=NC(=O)c1ccc(S(C)(=O)=O)c([N+](=O)[O-])c1 | -1%[76.3 µM]
O=C(O)CN1C(=O)/C(=C\c2cc(Br)ccc2OCc2ccc([N+](=O)[O-])cc2)SC1=S | -11%
CCOC(=O)c1cc(C)sc1NC(=O)CN1CCN(C(=O)C2CCCO2)CC1 (centres undefined) | -11%[76.3 µM]
CN(CCCC(=O)N1CCCC(C(N)=O)C1)S(=O)(=O)c1ccc(F)cc1 (centres undefined) | -5%
CC(=O)c1ccc(OCC(O)CN2CCN(c3ccc(F)cc3)CC2)cc1 (centres undefined) | 1%
CCc1cc(=O)oc2cc(OCC(=O)NCCN3CCOCC3)c(Cl)cc12 | -9%[76.3 µM]
Cc1c(OC(C)C(=O)O)ccc2c3c(c(=O)oc12)CCCC3 (centres undefined) | 2%
COc1ccc(C2c3c(nc[nH]c3=O)Oc3nc[nH]c(=O)c32)cc1 | 4%

Five entries from above, arranged by length of the SMILES, smallest number first.
SMILES | GAA glycogen mod
Cc1cc(=O)oc2cc(OCC(=O)NC3CCCCC3)ccc12 | -1%
CCOC(=O)c1cc(C)sc1NC(=O)CN1CCN(C(=O)C2CCCO2)CC1 (centres undefined) | -11%[76.3 µM]
CN(CCCC(=O)N1CCCC(C(N)=O)C1)S(=O)(=O)c1ccc(F)cc1 (centres undefined) | -5%
Cn1ccsc1=NC(=O)c1ccc(S(C)(=O)=O)c([N+](=O)[O-])c1 | -1%[76.3 µM]
COc1ccc(-c2nc(C#N)c(N3CCN(C(=O)c4ccco4)CC3)o2)cc1OC | -1%[76.3 µM]

Continuation.
SMILES | GAA glycogen mod
C/C(=N\NC(=O)Cc1ccc(Cl)cc1)c1cccc(NC(=O)c2cccnc2)c1 | -4%[76.3 µM]
CCOCCCNC(=O)c1ccc(/C=C2\Oc3ccccc3N(C)C2=O)cc1 | 0%
COc1ccc(/C=C2\SC(=S)N(CCCC(=O)N3CCCCC3CCO)C2=O)cc1 (centres undefined) | -4%[76.3 µM]
O=C(O)c1ccc(-n2nncc2-c2ccco2)cc1 | -10%
N/C(=N\OC(=O)c1cccc(Br)c1)c1ccccn1 | 2%[76.3 µM]
CC(=O)Nc1ccc(NC(=S)NC(=O)C2CCCC2)cc1 | -7%[76.3 µM]
COC(=O)CC(NS(=O)(=O)c1cccs1)c1ccc2c(c1)OCO2 (centres undefined) | -9%[76.3 µM]
CCOC(=O)N1CCN(C(=O)C2CCCN(S(=O)(=O)c3ccc(OCC)cc3)C2)CC1 (centres undefined) | -13%[76.3 µM]
CN(C)C(CNC(=O)CCc1nc2ccccc2s1)c1ccccc1 (centres undefined) | -4%[76.3 µM]
Cc1nc2c(-c3ccccc3)cnn2c(N2CCOCC2)c1C | 7%
Cc1c(C)c2c(OCC(=O)NCC(=O)NCC(=O)O)cc3c(c2oc1=O)CCC(C)(C)O3 | ?
CCOc1ccccc1C(=O)NCCc1cnc[nH]1 | 7%
CC(=O)NCCc1nc2cc(NC(=O)c3ccccc3Cl)ccc2n1C | 0%
O=C(NCCc1ccccc1)c1cc(-c2ccncc2)nc2ccc(S(=O)(=O)N3CCOCC3)cc12 | 1%[76.3 µM]
CC(C)(C)c1ccc(NC(=O)c2ccc(=O)[nH]n2)cc1 | 0%
O=c1c2cc([N+](=O)[O-])ccc2nc2n1CCC2 | 7%
CCc1ccc(N2CC(C(=O)Nc3ccc(S(=O)(=O)Nc4nccs4)cc3)CC2=O)cc1 (centres undefined) | 0%
O=C(Nc1ccccn1)Nc1ccccc1[N+](=O)[O-] | -1%
COc1ccc(CNS(=O)(=O)c2c(C)[nH]c(C)c2C(=O)N2CCCCC2)cc1 | 12%[76.3 µM]
COc1ccc(NC(=O)CSc2nnc(CC(=O)Nc3ccc(F)cc3)n2C)cc1 | 3%
CCOC(=O)C1CCN(Cc2cc(=O)oc3cc(C)c(Cl)cc23)CC1 | 5%
CC1(C)Cc2c(cnn2-c2cccc(F)c2)C(NC(=O)CSc2ccncc2)C1 (centres undefined) | -4%[76.3 µM]
CCCOc1ccc(/C(O)=C2/C(=O)C(=O)N(c3ccccn3)C2c2ccc(OC)cc2)cc1C (centres undefined) | -5%
COc1ccc2c(/C=N/Nc3ccc(C(=O)O)cc3)c[nH]c2c1 | -9%
Cc1onc(-c2ccccc2)c1C(=O)N1CCN(c2ccccn2)CC1 | 1%[76.3 µM]
COCCOC1CCN(C(=O)c2cc(COc3ccc(F)cc3F)on2)CC1 | 2%[76.3 µM]
CCc1cc2c(CN3CCN(Cc4ccccc4)CC3)cc(=O)oc2cc1O | 0%
CCc1nnc(NC(=O)CSCc2cc(=O)n3nc(C(C)C)sc3n2)s1 | 1%[76.3 µM]
CCc1ccc(C(=O)COC(=O)c2ccccc2OC)cc1 | -2%[76.3 µM]
COc1ccc([N+](=O)[O-])cc1NCC(=O)c1ccc(C)cc1 | 4%

Some values from the entries so far.
In GAA glycogen mod, CC1(C)Cc2c(cnn2-c2cccc(F)c2)C(NC(=O)CSc2ccncc2)C1 (centres undefined) is listed with -4%[76.3 µM]
In GAA glycogen mod, CCc1nnc(NC(=O)CSCc2cc(=O)n3nc(C(C)C)sc3n2)s1 is listed with 1%[76.3 µM]
In GAA glycogen mod, CCCOc1ccc(/C(O)=C2/C(=O)C(=O)N(c3ccccn3)C2c2ccc(OC)cc2)cc1C (centres undefined) is listed with -5%
In GAA glycogen mod, CCc1ccc(C(=O)COC(=O)c2ccccc2OC)cc1 is listed with -2%[76.3 µM]

(more compounds)
SMILES | GAA glycogen mod
COc1ccc(NC(=O)CCNC(=O)c2ccco2)cc1OC | 0%
CC(=O)c1cccc(NC(=S)N2CCN(c3ccccn3)CC2)c1 | 0%[76.3 µM]
O=C(c1ccc2c(c1)OCO2)C1CCCN(Cc2c(F)ccc(F)c2F)C1 (centres undefined) | 0%[76.3 µM]
CC1CCN(CCCNC(=O)C2CC(=O)N(CCc3ccccc3)C2)CC1 (centres undefined) | -4%[76.3 µM]
O=C(NNC(=S)NC(=O)c1cccs1)c1ccc(O)cc1 | 0%[76.3 µM]
Nn1cnc2cc3ccccc3cc2c1=O | -5%[76.3 µM]
Cc1ccc(CNC(=O)C2CCC(=O)N(C3CC3)C2)cc1 (centres undefined) | -11%[76.3 µM]
Cc1c(Cl)ccc2c(C(=O)NCCCn3nccc3C)cc(-c3ccccn3)nc12 | -6%[76.3 µM]
COc1ccc(CCNC(=O)C(C)n2nc(C)n3c(cc4occc43)c2=O)cc1OC (centres undefined) | -6%[76.3 µM]
O=C(/C=C/c1cccnc1)c1ccc(F)c(F)c1 | 8%[76.3 µM]
CNS(=O)(=O)c1cc(NC(=O)CCCNC(=O)c2ccc(Cl)cc2)ccc1C | -12%[76.3 µM]
COc1ccc(S(=O)(=O)N2CCC(C(=O)NCc3ccco3)CC2)cc1C | 2%
COc1ccc(N2CCN(C(=O)c3cccs3)CC2)cc1 | 4%[76.3 µM]
COc1ccc(CN(CC(=O)NCc2ccc(F)cc2)C(=O)c2ccco2)cc1 | -3%
O=S(=O)(Nc1ccc(Cl)c(Cl)c1)N1CCOCC1 | -3%[76.3 µM]
COc1ccc(NC(=O)CSc2nnc(C3CCCCC3)n2N)c(OC)c1 | 0%[76.3 µM]
CCOc1ccc(C(C)NC(=O)Nc2ccc(F)cc2F)cc1 (centres undefined) | 3%[76.3 µM]
COc1ccc(NC(C)=O)cc1S(=O)(=O)Nc1ccc(OCc2ccccc2)cc1 | 4%
O=C(O)c1ccccc1Nc1ccnc(C(F)(F)F)c1 | 4%
CCCCCCCCCCOC(=O)Cn1c(COc2ccc(Cl)cc2)[n+](C)c2ccccc21 | 4%
CCc1nc(SCC(=O)Nc2cccc3ccccc23)[nH]c(=O)c1C | 12%
C/C(=N/NC(=O)CNS(=O)(=O)c1ccccc1)c1ccc(Br)cc1 | -2%
COc1cc(/C=N/NC(=O)c2nnn(-c3nonc3N)c2C(C)C)ccc1O | ?
CCOc1ccc(C(=O)NC(C(=O)NCCc2ccc(S(N)(=O)=O)cc2)C(C)C)cc1 (centres undefined) | 9%
O=C(O)c1cccc(S(=O)(=O)N2CCCC(c3nc4c(nnn4Cc4ccccc4Cl)c(=O)[nH]3)C2)c1 (centres undefined) | -17%
CCOCCCNC(=O)CN1CCN(Cc2ccc(Cl)cc2)C1=O | -1%
CSCc1cc(N(C)c2ccccc2)nc(-c2ccccc2)n1 | -15%
Cc1ccc(NC(=O)C2CCC(=O)N2C(=O)OCc2ccccc2)cc1 (centres undefined) | 2%
O=C(N/N=C/c1ccncc1)c1cc2ccccc2cc1O | -16%[76.3 µM]
COc1ccc(N2C(=O)C(C)(C)C2c2c(O)ccc3ccccc23)cc1 (centres undefined) | 2%

2 of the compounds above, field by field:
CCOc1ccc(C(=O)NC(C(=O)NCCc2ccc(S(N)(=O)=O)cc2)C(C)C)cc1 (centres undefined)
  GAA glycogen mod: 9%

COc1cc(/C=N/NC(=O)c2nnn(-c3nonc3N)c2C(C)C)ccc1O
  GAA glycogen mod: ?

Next part:
SMILES | GAA glycogen mod
COc1ccc2c(c1)CCc1c-2n[nH]c1C(=O)NCCC(C)C | 2%
COc1ccccc1NS(=O)(=O)c1cccc(C(=O)NCc2ccccn2)c1 | -1%[76.3 µM]
Cc1cc(C)cc(N(CC(=O)NC2CCCC2)C(=O)CCC(=O)Nc2nc(C)cs2)c1 | 4%
COc1ccc(NC(=O)CSc2nnc(CNC(=O)c3cccs3)o2)c(OC)c1 | 1%[76.3 µM]
COc1cc(OC)c(C2NC(=O)CCC2[N+](=O)[O-])cc1OC (centres undefined) | 2%
CCCCc1ccc(NC(=O)N2CCN(c3cc(C)nc4ccccc34)CC2)c(C)c1 | -2%
